# Source: PubChem (National Center for Advancing Translational Sciences (NCATS))
# AmpC inh detg: inhibitors of E. coli AmpC beta-lactamase with detergent | P00811 | AmpC hydrolysis of nitrocefin, absorbance 480 nm, 0.01% Triton | Potency, µM (doses to about 114 µM), without a hit: at the highest dose activity change, negative = inhibition, actives largely listed as inhibitors | 370,000 compounds, 0.041% hits | AID 485294;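 also: potency is read from the fitted curve at half-maximal effect; 0% = no-compound wells and -100% = no-enzyme wells; nearly all actives have a fitted effect of over 25% in size; some results filed as inactive show a strong effect at the top dose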
# Target sequence (P00811 whole entry, looked up): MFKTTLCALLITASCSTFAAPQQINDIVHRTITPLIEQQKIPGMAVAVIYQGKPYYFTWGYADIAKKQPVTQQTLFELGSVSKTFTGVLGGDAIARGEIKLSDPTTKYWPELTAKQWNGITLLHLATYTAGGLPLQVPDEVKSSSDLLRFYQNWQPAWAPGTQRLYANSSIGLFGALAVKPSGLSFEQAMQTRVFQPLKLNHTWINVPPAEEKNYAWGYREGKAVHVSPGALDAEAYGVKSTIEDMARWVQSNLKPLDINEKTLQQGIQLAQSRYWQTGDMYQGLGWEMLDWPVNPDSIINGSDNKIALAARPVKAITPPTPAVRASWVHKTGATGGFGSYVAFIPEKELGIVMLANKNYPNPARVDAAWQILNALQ
#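 20 mM phosphate pH 7.0 + 0.01% (detergent screen) or 0.0001% Triton X-100; 5.3 nM AmpC reagent; cpd preinc 15 min RT; nitrocefin (800 uM stock) to start; A480 q20 s × 4 min; Activity was normalised to no-enzyme and no-compound control wells.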
# LmPK inhibitor: LmPK (Leishmania mexicana) enzyme inhibition. Q27686. 290,000 compounds, 0.37% hits. Potency, µM (doses to about 57.5 µM), inactives show at the top dose activity change, negative = inhibition, most hits filed as inhibitors. purified LmPK, Kinase-Glo ATP luminescence, 1 h. AID 1721; also: potency is read from the fitted curve at half-maximal effect
# Target sequence (Q27686 whole entry, looked up): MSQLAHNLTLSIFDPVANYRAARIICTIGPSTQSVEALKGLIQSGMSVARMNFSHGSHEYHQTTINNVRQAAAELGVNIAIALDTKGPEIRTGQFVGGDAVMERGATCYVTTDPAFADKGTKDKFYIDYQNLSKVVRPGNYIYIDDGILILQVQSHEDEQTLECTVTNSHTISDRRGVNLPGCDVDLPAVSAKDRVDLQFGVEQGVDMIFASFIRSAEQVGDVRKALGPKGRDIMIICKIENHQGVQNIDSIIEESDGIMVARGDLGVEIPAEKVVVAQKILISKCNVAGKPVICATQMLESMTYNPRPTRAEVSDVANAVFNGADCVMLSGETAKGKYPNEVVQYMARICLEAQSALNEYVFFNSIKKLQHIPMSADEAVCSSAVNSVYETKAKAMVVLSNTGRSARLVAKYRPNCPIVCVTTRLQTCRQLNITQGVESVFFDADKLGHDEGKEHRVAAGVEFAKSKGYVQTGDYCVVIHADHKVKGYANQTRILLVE
#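 Kinase-Glo luminescence read after 1 h RT reaction of 0.1 nM LmPK with 0.5 mM PEP and 0.1 mM ADP. Activity scaled between uninhibited and enzyme-free controls.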
# HCMV antiviral: inhibitors of human cytomegalovirus. HFF cells, HCMV-luciferase reporter, 72 h; stronger effect = lower value. activity change, negative = inhibition, % at 57.5 µM. 410,000 compounds, 4.5% hits. AID 1259415; in the data active = activity change below about -60%; inconclusive = no clear call, values can overlap the other calls; inactive = above about -39%
#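 Steps: HFFs plated, 16 h 37C; compounds added; HCMV-luciferase added to MOI 1 PFU/cell; 72 h 37C; OneGlo reagent, 5 min room temperature; luminescence read, normalized to controls.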
# AmpC no deterg: AmpC beta-lactamase inhibition without detergent; P00811; AmpC nitrocefin hydrolysis, absorbance 480 nm, 0.0001% Triton; Potency, µM (series often up to 57.1 µM), for the others: at the top dose activity change, negative = inhibition, most hits filed as inhibitors; 330,000 compounds, 0.52% hits; AID 485341;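 also: potency is read from the fitted curve at half-maximal effect; plate controls were no compound for no effect and no enzyme for full effect; nearly all actives have a fitted effect of over 20% in size; some results filed as inactive show a strong effect at the top dose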
#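 AmpC (5.3 nM in the dispensed reagent) in 20 mM phosphate pH 7.0 with 0.01% (detergent screen) or 0.0001% Triton X-100 was preincubated with compounds for 15 min at room temperature. Nitrocefin was then added from an 800 uM solution, and hydrolysis was followed at 480 nm.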
# TbPYK inhibitor: T. brucei pyruvate kinase inhibition | 410,000 compounds, 0.12% hits | TbPYK enzyme, Kinase-Glo Plus ATP luminescence, 45 min | Potency, µM (top dose mostly 76.8 µM), for the others: at the top dose activity, negative = inhibition, actives largely listed as inhibitors | Q57TT1; also: potency is read from the fitted curve at half-maximal effect; nearly all actives have a fitted effect of over 50% in size
#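 Luminescent Kinase-Glo Plus end-point after 45 min room-temperature reaction of T. brucei pyruvate kinase started with 130 uM ADP (final). Buffer TEA 50 mM pH 7.2 with KCl, MgCl2, BSA, Tween-20; titration-based qHTS with fitted concentration-effect curves.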
# Sm TGR inh: blocks Schistosoma mansoni thioredoxin glutathione reductase; Q962Y6; purified TGR, DTNB reduction, TNB absorbance 405 nm; Potency, µM (highest dose often 114 µM), for inactives: top-dose activity change, negative = inhibition, actives largely listed as inhibitors; 360,000 compounds, 3% hits; also: potency is read from the fitted curve at half-maximal effect; nearly all actives have a fitted effect of over 60% in size
#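 First, TGR (20 nM dispensed) and NADPH were mixed with compound. Second, a 15 min room-temperature incubation followed. Third, further NADPH and then DTNB were added to start the reaction. Finally, TNB absorbance was monitored kinetically.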
# AMA1-RON2 inh: AMA1-RON2 (P. falciparum) interaction inhibition. AlphaScreen AMA1-biotinylated RON2 peptide binding. Potency, µM (top dose mostly 58.2 µM), for the others: at the highest dose activity change, negative = inhibition, usual class: inhibitors. 360,000 compounds, 0.2% hits. AID 720542;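 also: potency is read from the fitted curve at half-maximal effect; 0% = vehicle wells and -100% = peptide control; nearly all actives have a fitted effect of over 45% in size; some results filed as inactive show a strong effect at the top dose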
#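 AMA1 (3D7) with his tag at 25 nM final met compounds first, then biotinylated RON2 peptide at 25 nM; detection used donor plus acceptor beads, 10 µg/mL apiece, read by AlphaScreen after 30 min at room temperature.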
# The depositor's hits bear a star; ? = inconclusive; · = not tested or not shown; & = joins results of further samples; [ ] = another dose, or the depositor's remark. Unless noted, calls follow the shape of the dose curve; as a rule, active = well fitted curve in the direction sought with a large enough effect; inconclusive = small, poorly fitted or top-dose-only effect, or another doubt; inactive = no such curve, though single readings can be large; an effect the other way counts as inactive or inconclusive. Unless noted, % is scaled to controls: 0 for no effect and ±100 for the full control effect.
no. | molecule | AmpC inh detg | LmPK inhibitor | HCMV antiviral | AmpC no deterg | TbPYK inhibitor | Sm TGR inh | AMA1-RON2 inh
1 | CC(C)NC(=O)NC(=O)COC(=O)CCOc1ccccc1 | -11% | -2% | 0 | -4% | -14% | 0% | -9%
2 | O=C(CSc1nnnn1-c1ccc(O)cc1)c1cc2ccccc2o1 | -7% | 1% | -19 | ? | -1% | -20% | -1%
3 | COc1cc(NC(=O)Cn2c(=O)n(-c3cccc(C)c3)c(=O)c3c(C)c(C)sc32)cc(OC)c1 | -3% | -1% | -10 | -4% | 0% | 5% | -21%
4 | Fc1ccccc1NC(=S)NC1CCCC1 | -3% | 1% | -28 | -11% | 0% | -4% | -1%
5 | CCCC(c1nnnn1C(C)(C)C)N1CCN(Cc2ccccc2)CC1 (stereo not drawn) | 4% | -3% | -7 | -3% | -7% | 0% | 0%
6 | O=C(O)COc1ccccc1/C=C1\SC(=S)N(/N=C/c2ccccc2O)C1=O | -3% | -6% | -7 | -25% | -14% | -27% | 17%
7 | COc1cccc2sc(N(Cc3cccnc3)C(=O)c3ccc(S(=O)(=O)N(C)C)cc3)nc12 | 3% | · | -8 | · | -2% | 14% | ·
8 | Cc1nnsc1C(=O)Nc1ccc(Cl)cc1Cl | 0% | -5% | 44 | -10% | 9% | 4% | -1%
9 | O=[N+]([O-])c1cccnc1Sc1ccc(Cl)cc1 | -5% | 0% | -5 | -27% | 4% | 0% | ?
10 | Cc1nc(-c2ccc(C(=O)Nc3cccc(Br)c3)cc2)cs1 | 0% | ? | -68* | -38% | -3% | 2% | 13%
11 | CC1CCCC(C)N1C(=O)COc1ccccc1F (stereo not drawn) | 8% | -2% | -32 | -2% | -12% | · | -1%
12 | COc1ccc(OC)c(C(=O)c2coc3ccc(O)c(CN(C)C)c23)c1 | -15% | 2% | -19 | 3% | 14% | 0% | -11%
13 | Cc1ccc2nc3c(c(C(=O)OC4CCOC4=O)c2c1)CCCC3 (stereo not drawn) | -3% | 1% | 28 | 2% | -19% | -1% | -21%
14 | CCc1ccccc1NC(=O)C1CCN(S(=O)(=O)c2ccc(N3CCCC3=O)cc2)CC1 | · | · | ? | · | -3% | · | 13%
15 | N#Cc1cn(CCCOc2ccccc2)c2ccccc12 | 2% | 2% | -24 | -19% | -1% | 7% | 133%[activator]
16 | CCOC(=O)c1c(NC(C)=O)sc(C(=O)NC2CCCC2)c1C | -11% | -1% | -40 | -29% | -2% | 11% | 20%
17 | CCN1CCN(C(=O)Cn2nc(C)c3sc4ccccc4c3c2=O)CC1 | 0% | 1% | ? | 5% | 1% | -8% | 1%
18 | O=C(c1cccc(F)c1)N1CCCC(C(=O)N2CCCCCC2)C1 (stereo not drawn) | -8% | 0% | -3 | 1% | 1% | -2% | -1%
19 | COc1ccc([C@@H]2[C@@H]3C(=O)N(C(C)(C)C)C(=O)[C@@H]3[C@]3(Cc4ccc(Cl)cc4)C(=O)N(c4cccc(F)c4)C(=O)N23)cc1 | -3% | · | -6 | 35% | 1% | -15% | 5%
20 | O=C(NCc1ccccc1Cl)c1ccc(CS(=O)Cc2ccc(Cl)cc2)o1 (stereo not drawn) | -4% | 5% | ? | 78%[activator] | -3% | ? | -2%
21 | CCN1CCN(c2ncc(C(=O)Nc3ccccc3C(=O)OC)c3ccccc23)CC1 | -12% | 1% | -7 | 194%[activator] | -1% | -14% | -9%
22 | COc1ccc(/C=N/OCC(=O)N=Nc2c(O)[nH]c3ccc(Br)cc23)cc1OC | 0% | -2% | 29 | 3.2µM* | -1% | -7% | -14%
23 | Cc1[nH]c2ccccc2c1-c1ccc(Cl)nn1 | -6% | 0% | -26 | -49% | -9% | 2% | 18%
24 | CC1CCCC(C)N1C(=O)Cn1nnc(-c2ccccc2)n1 (stereo not drawn) | 0% | 5% | ? | -18% | 3% | 2% | 14%
25 | N#CC1(c2ccccc2)CCC(=O)N1c1ccccc1 (stereo not drawn) | 0% | -5% | 15 | 5% | 1% | 0% | 2%
26 | Cc1ccc(S(=O)(=O)N2CCN(C(=O)COC(=O)CCOc3cc(C)ccc3C)CC2)cc1 | -6% | · | 6 | 65%[activator] | -3% | -4% | -24%
27 | CC(OC(=O)c1nn(C)c(=O)c2ccccc12)C(=O)NCc1ccc2c(c1)OCO2 (stereo not drawn) | -13% | -2% | 30 | -3% | -17% | ? | 8%
28 | Cn1nnnc1NCc1ccccc1F | -4% | -1% | 44 | -4% | -1% | 3% | 0%
29 | CCSc1ncc(C#N)c(=O)[nH]1 | -1% | 1% | -17 | -8% | -4% | 1% | -7%
30 | O=C(CN1C(=O)CCSc2ccc(S(=O)(=O)N3CCCC3)cc21)Nc1cccc(Cl)c1 | 23% | · | 40 | · | -2% | -2% | ·
31 | Cc1cc(C)cc(NC(=S)N(CCN(C)C)Cc2cccs2)c1 | 8% | -8% | -8 | 74%[activator] | 7% | -2% | 0%
32 | O=c1cc(CSc2n[nH]c(-c3ccncc3)n2)nc2sccn12 | -10% | 0% | ? | -33% | -6% | 10% | 13%
33 | Cc1ccc2c(CNCCc3ccc(Cl)cc3)c(C(=O)O)n(Cc3ccc(F)cc3)c2c1 | 1% | · | -106* | · | -4% | -2% | ·
34 | COc1ccc(-c2cc(C(F)(F)F)nc(SCC(N)=O)n2)cc1 | 0% | -6% | · | ? | 6% | -6% | 5%
35 | c1ccc2sc(SCSc3nc4ccccc4s3)nc2c1 | -8% | 7% | -20 | -22% | 1% | 4% | 49%[activator]
36 | Cc1oc(-c2ccccc2)nc1C(=O)N1CCN(c2ccc(F)cc2)CC1 | -13% | -1% | ? | 91%[activator] | -2% | -11% | -28%
37 | CCOC(=O)N1CCc2c(sc(NCc3cccs3)c2C(=O)Nc2ccc(OC)cc2OC)C1 | 8% | · | -91* | · | ? | ? | ·
38 | COc1cc(/C=N/NC(=O)c2ccncc2)ccc1OCC(=O)Nc1cccc([N+](=O)[O-])c1 | -5% | 4% | -36 | -13% | 2% | -8% | 0%
39 | O=C(Nc1nccs1)C1CC(=O)N(CCc2ccccc2)C1 (stereo not drawn) | -15% | · | -3 | -11% | -5% | 4% | -3%
40 | CCN(CC)CCNC(=O)Cn1nc(Cc2ccncc2)c2ccccc2c1=O | 1% | 5% | -39 | -7% | -7% | -8% | -9%
41 | CN(C)CCNC(C(=O)Nc1cccc(S(=O)(=O)N2CCOCC2)c1)c1ccccc1 (stereo not drawn) | -4% | · | -18 | -10% | 5% | -8% | 56%[activator]
42 | CCOC(=O)c1c(S(=O)(=O)N2CCCC(C(=O)Nc3ccc(C)cn3)C2)c(C)n(C)c1C (stereo not drawn) | 4%&3% | 5% | -7&-8 | 15% | 8%&-12% | 2%&11% | 11%
43 | COc1cc(C(=O)NCc2cccc(Cl)c2)ccc1OCC(=O)N1CCOCC1 | -12% | · | -16 | -9% | 8% | -12% | 4%
44 | Cc1ccc(NS(=O)(=O)c2ccc3c(c2)CC(=O)N3)c(C)c1 | ? | 4% | -33 | ? | 1% | -2% | -8%
45 | Cc1cccc(C)c1NC(=O)CNC(=O)CNC(=O)c1ccc2c(c1)OCO2 | -14% | · | -17 | -9% | 1% | -1% | -2%
46 | Cn1ncc2c(N3CCN(c4ccc(F)cc4)CC3)ncnc21 | -1% | · | ? | · | 1% | 0% | ·
47 | Cc1cc(N/N=C/c2cccc([N+](=O)[O-])c2)nc(-n2nc(C)cc2C)n1 | 4% | 5% | ? | 0% | -10% | 5% | 3%
48 | CC1(C)Cc2cccc(OCC(=O)NCCOc3ccccc3)c2O1 | 7% | 14% | -20 | 34% | -21% | 3% | -3%
49 | COc1ccc(-c2csc(C(O)c3ccccc3)n2)cc1 (stereo not drawn) | · | · | ? | · | -4% | · | 9%
50 | O=C(Cn1nc(C(F)F)cc1C(F)F)NNC(=S)Nc1ccc(F)cc1 | -1% | 4% | 69 | -8% | -23% | -10% | 86%[activator]
51 | Cc1c(OCC(=O)NCc2ccccn2)ccc2c(-c3ccccc3)cc(=O)oc12 | -15% | 1% | 4 | -19% | 2% | -10% | -1%
52 | Cc1cccc(C(C)C)c1NC(=O)Cc1ccc(S(=O)(=O)N2CCOCC2)s1 | -22% | · | -17 | 2% | 1% | -18% | -3%

# Molecules from the list above containing two or more sulfur atoms (8):
no. | molecule | AmpC inh detg | LmPK inhibitor | HCMV antiviral | AmpC no deterg | TbPYK inhibitor | Sm TGR inh | AMA1-RON2 inh
6 | O=C(O)COc1ccccc1/C=C1\SC(=S)N(/N=C/c2ccccc2O)C1=O | -3% | -6% | -7 | -25% | -14% | -27% | 17%
7 | COc1cccc2sc(N(Cc3cccnc3)C(=O)c3ccc(S(=O)(=O)N(C)C)cc3)nc12 | 3% | · | -8 | · | -2% | 14% | ·
30 | O=C(CN1C(=O)CCSc2ccc(S(=O)(=O)N3CCCC3)cc21)Nc1cccc(Cl)c1 | 23% | · | 40 | · | -2% | -2% | ·
31 | Cc1cc(C)cc(NC(=S)N(CCN(C)C)Cc2cccs2)c1 | 8% | -8% | -8 | 74%[activator] | 7% | -2% | 0%
32 | O=c1cc(CSc2n[nH]c(-c3ccncc3)n2)nc2sccn12 | -10% | 0% | ? | -33% | -6% | 10% | 13%
35 | c1ccc2sc(SCSc3nc4ccccc4s3)nc2c1 | -8% | 7% | -20 | -22% | 1% | 4% | 49%[activator]
37 | CCOC(=O)N1CCc2c(sc(NCc3cccs3)c2C(=O)Nc2ccc(OC)cc2OC)C1 | 8% | · | -91* | · | ? | ? | ·
52 | Cc1cccc(C(C)C)c1NC(=O)Cc1ccc(S(=O)(=O)N2CCOCC2)s1 | -22% | · | -17 | 2% | 1% | -18% | -3%

# No enrichment for hits; any-hit rate near 7.4%.
